Source: PubChem BioAssay (NCI)
Growth percent in the NCI-60 one-dose screen (48 h, 10 µM unless noted): 100 = growth as untreated, 0 = no growth, -100 = all killed.
OVCAR-5: OVCAR-5 ovarian cancer; actives 2.9% (n = 82,000)
OVCAR-4: OVCAR-4 ovarian cancer cells. AID 1794784. actives 3.7% (n = 80,000)
OVCAR-8: OVCAR-8 ovarian cancer | actives 4.4% (n = 81,000)
IGROV1: IGROV1 ovarian cancer; actives 4.7% (n = 79,000); AID 1794786
NCI-H522: NCI-H522 lung cancer. actives 8% (n = 78,000)
SK-OV-3: SK-OV-3 ovarian cancer cells; actives 3.2% (n = 80,000); AID 1794785
OVCAR-3: OVCAR-3 ovarian cancer | actives 7% (n = 79,000)
NCI-H23: NCI-H23 lung cancer | actives 4% (n = 80,000) | AID 1794731
NCI/ADR-RES: NCI/ADR-RES ovarian cells; actives 4.4% (n = 81,000)
Active calls of the source: *; [ ] = another dose, or the depositor's remark. How the source made its calls: active means growth percent below 10; inactive means the rest. Random draw from the library. Share with any hit: about 11%.

For CN(Cc1ccc(Cl)cc1Cl)CC(O)C(O)C(O)C(O)CO (centres undefined) the results were OVCAR-5 110.6, OVCAR-4 103.9, OVCAR-8 109.9, IGROV1 116.5, NCI-H522 102.3, SK-OV-3 96.0, OVCAR-3 102.2, NCI-H23 100.0 and NCI/ADR-RES 108.9.
For CCCCc1nc(Cl)c(C2CC(c3ccc(S(N)(=O)=O)cc3)=NN2c2ccc(C#N)cc2)[nH]1 (centres undefined) the results were OVCAR-5 88.5, OVCAR-4 98.2, OVCAR-8 83.2, IGROV1 93.0, NCI-H522 68.0, SK-OV-3 96.4, OVCAR-3 92.5, NCI-H23 98.5 and NCI/ADR-RES 107.5.
For O=C1CC2(O)CSc3nc(=O)cc(n32)N1 (centres undefined) the results were OVCAR-5 105.4, OVCAR-4 120.6, OVCAR-8 106.6, IGROV1 108.8, NCI-H522 102.2, SK-OV-3 102.2, OVCAR-3 114.6, NCI-H23 107.0 and NCI/ADR-RES 112.2.
CN1CCN(C(=S)SCC(=O)NC(=O)c2ccccc2)CC1 was read as OVCAR-5 98.2, OVCAR-4 107.8, OVCAR-8 99.2, IGROV1 108.0, NCI-H522 92.6, SK-OV-3 119.7, OVCAR-3 101.9, NCI-H23 95.3 and NCI/ADR-RES 94.2.
For CC1CCN(C(=O)Nc2c(Cl)cccc2Cl)CC1 the results were OVCAR-5 89.2, OVCAR-4 110.0, OVCAR-8 102.4, IGROV1 109.1, NCI-H522 90.9, SK-OV-3 114.1, OVCAR-3 108.7, NCI-H23 104.6 and NCI/ADR-RES 110.5.
`CC1OC(O[C@@H]2[C@H](O)C(CO)OC(O[C@H]3COC(O[C@H]4CC[C@]5(C)[C@H]6CC[C@]78OC[C@@]9(CCC(C)(C)C[C@H]97)[C@H](O)C[C@@]8(C)[C@]6(C)CC[C@H]5C4(C)C)[C@@H](OC4OC(CO)[C@@H](O)[C@@H](O)[C@@H]4O)[C@@H]3O)[C@H]2OC2OC[C@@H](O)[C@@H](O)[C@@H]2O)[C@@H](O)[C@@H](O)[C@H]1O` (some centres undefined) gave OVCAR-5 -69.0*, OVCAR-4 -74.1*, OVCAR-8 -69.0*, IGROV1 -66.3*, NCI-H522 -72.4*, SK-OV-3 -94.3*, OVCAR-3 -89.8*, NCI-H23 -62.7* and NCI/ADR-RES -44.2*.
`Cc1cc(O)c(C(C)C)cc1O` gave OVCAR-5 119.1, OVCAR-8 111.8, IGROV1 111.2, NCI-H522 96.6, SK-OV-3 102.4, OVCAR-3 102.4, NCI-H23 110.3 and NCI/ADR-RES 110.5.
CCN1C(=O)N(CC)C2Nn3c(s/c(=C\c4ccccn4)c3=O)=NC21 (centres undefined) was read as OVCAR-5 93.5, OVCAR-4 99.4, OVCAR-8 98.5, IGROV1 99.2, NCI-H522 92.2, SK-OV-3 109.1, OVCAR-3 103.9, NCI-H23 96.8 and NCI/ADR-RES 92.5.
Screening CCOC(=O)C1Cc2ccccc2OC1=O (centres undefined) returned OVCAR-5 105.1, OVCAR-4 121.3, OVCAR-8 109.0, IGROV1 108.3, NCI-H522 100.2, SK-OV-3 117.6, OVCAR-3 114.5, NCI-H23 106.3 and NCI/ADR-RES 113.3.
For O=C(CCC(=O)Oc1ccccc1)Oc1ccccc1 the results were OVCAR-5 107.5, OVCAR-4 113.4, OVCAR-8 99.3, IGROV1 132.3, SK-OV-3 111.1, OVCAR-3 114.1, NCI-H23 102.9 and NCI/ADR-RES 111.7.
Cc1ccc(-c2nc3nc(-c4ccccc4)nc(N4CCN(S(C)(=O)=O)CC4)c3o2)cc1 was read as OVCAR-5 105.7, OVCAR-4 114.5, OVCAR-8 96.8, IGROV1 97.6, NCI-H522 74.9, SK-OV-3 99.2, OVCAR-3 111.6, NCI-H23 90.2 and NCI/ADR-RES 99.3.
Cc1cc(C2(c3ccc(O)c(C)c3)OS(=O)(=O)c3ccccc32)ccc1O was read as OVCAR-5 109.7, OVCAR-4 107.2, OVCAR-8 107.5, IGROV1 105.0, NCI-H522 115.1, SK-OV-3 111.0, OVCAR-3 119.2, NCI-H23 101.2 and NCI/ADR-RES 109.5.

The list goes on; the last two above are carried over.
Cc1ccc(-c2nc3nc(-c4ccccc4)nc(N4CCN(S(C)(=O)=O)CC4)c3o2)cc1 was read as OVCAR-5 105.7, OVCAR-4 114.5, OVCAR-8 96.8, IGROV1 97.6, NCI-H522 74.9, SK-OV-3 99.2, OVCAR-3 111.6, NCI-H23 90.2 and NCI/ADR-RES 99.3.
Cc1cc(C2(c3ccc(O)c(C)c3)OS(=O)(=O)c3ccccc32)ccc1O was read as OVCAR-5 109.7, OVCAR-4 107.2, OVCAR-8 107.5, IGROV1 105.0, NCI-H522 115.1, SK-OV-3 111.0, OVCAR-3 119.2, NCI-H23 101.2 and NCI/ADR-RES 109.5.
Screening NS(=O)(=O)c1ccc(N=Nc2c(O)n(Cc3ccccc3)c3ccc(Br)cc23)cc1 returned OVCAR-5 88.5, OVCAR-4 81.5, OVCAR-8 74.6, IGROV1 99.7, NCI-H522 71.5, SK-OV-3 97.4, OVCAR-3 107.1, NCI-H23 91.7 and NCI/ADR-RES 86.9.
Cc1ccc(C2CC(c3nc(-c4ccc(Cl)cc4)oc3C)=NN2C(=O)c2ccncc2)cc1 (centres undefined) was read as OVCAR-5 107.0, OVCAR-4 82.5, OVCAR-8 90.4, IGROV1 70.7, NCI-H522 80.8, SK-OV-3 92.3, OVCAR-3 90.7, NCI-H23 85.8 and NCI/ADR-RES 88.1.
Screening Cc1c(Cl)cccc1NC(=O)c1sc2nc3c(cc2c1N)CN(CCc1ccccc1)CC3 returned OVCAR-5 97.2, OVCAR-4 102.5, OVCAR-8 106.0, IGROV1 95.8, NCI-H522 74.7, SK-OV-3 112.6, OVCAR-3 103.5, NCI-H23 94.3 and NCI/ADR-RES 87.6.
Screening CCCNC(=O)c1c(C)[nH]c(-c2nc3ccccc3[nH]2)c1C returned OVCAR-5 99.9, OVCAR-4 101.3, OVCAR-8 102.7, IGROV1 96.0, NCI-H522 92.5, OVCAR-3 108.7, NCI-H23 98.8 and NCI/ADR-RES 105.5.
`CC(=O)C1=C(O)C=C2Oc3c(C(=O)/C=C/c4c(Cl)cccc4Cl)c(O)c(C)c(O)c3[C@]2(C)C1=O` gave OVCAR-5 -3.2*, OVCAR-4 7.4*, OVCAR-8 -18.9*, IGROV1 -8.8*, NCI-H522 -30.4*, SK-OV-3 -30.9*, OVCAR-3 -30.6*, NCI-H23 -37.9* and NCI/ADR-RES -23.4*.
For C[C@H](O)[C@@H](C)O the results were OVCAR-5 104.3, OVCAR-4 109.2, OVCAR-8 106.0, IGROV1 101.1, SK-OV-3 109.8, OVCAR-3 113.3, NCI-H23 103.4 and NCI/ADR-RES 109.6.
`O=C(Nc1ccc(Oc2cccc(F)c2)c(Cl)c1)c1ccnnc1` gave OVCAR-5 108.0, OVCAR-4 74.0, OVCAR-8 88.1, IGROV1 100.7, NCI-H522 77.2, SK-OV-3 101.5, OVCAR-3 81.8, NCI-H23 66.5 and NCI/ADR-RES 91.2.
Screening CC(=O)Oc1cccc(O)c1 returned OVCAR-5 110.4, OVCAR-4 104.0, OVCAR-8 101.7, IGROV1 105.7, NCI-H522 108.6, SK-OV-3 107.7, OVCAR-3 113.6, NCI-H23 96.0 and NCI/ADR-RES 101.3.
For CC1SC(c2ccc(Br)cc2)N(NC(=O)CCC(=O)c2nc3ncccc3[nH]2)C1=O (centres undefined) the results were OVCAR-5 101.5, OVCAR-4 100.5, OVCAR-8 98.3, IGROV1 78.2, NCI-H522 83.3, SK-OV-3 91.6, OVCAR-3 99.9, NCI-H23 91.4 and NCI/ADR-RES 93.4.
Screening CN1C(=O)CNC(=O)[C@H](NC(=O)c2nc3ccccc3cc2O)CSSC[C@H]1C(=O)O returned OVCAR-5 116.3, OVCAR-4 115.5, OVCAR-8 103.6, IGROV1 113.2, NCI-H522 82.9, SK-OV-3 114.3, OVCAR-3 111.5, NCI-H23 106.4 and NCI/ADR-RES 105.5.
`COc1cc(/C=C2\C(=O)Nc3cc(Cl)ccc32)ccc1OCc1ccc(F)cc1` gave OVCAR-5 98.6, OVCAR-4 83.2, OVCAR-8 98.7, IGROV1 72.7, NCI-H522 92.9, SK-OV-3 97.2, OVCAR-3 101.7, NCI-H23 100.6 and NCI/ADR-RES 100.9.
N#CC1=C(N)OC2=C(C(=O)c3ccccc3C2=O)C1c1ccc(F)cc1 (centres undefined) was read as OVCAR-5 117.6, OVCAR-4 84.1, OVCAR-8 94.8, IGROV1 105.4, NCI-H522 70.9, SK-OV-3 86.0, OVCAR-3 103.0, NCI-H23 40.5 and NCI/ADR-RES 95.8.

The final 3 compounds of the section above open the next one.
Screening CN1C(=O)CNC(=O)[C@H](NC(=O)c2nc3ccccc3cc2O)CSSC[C@H]1C(=O)O returned OVCAR-5 116.3, OVCAR-4 115.5, OVCAR-8 103.6, IGROV1 113.2, NCI-H522 82.9, SK-OV-3 114.3, OVCAR-3 111.5, NCI-H23 106.4 and NCI/ADR-RES 105.5.
`COc1cc(/C=C2\C(=O)Nc3cc(Cl)ccc32)ccc1OCc1ccc(F)cc1` gave OVCAR-5 98.6, OVCAR-4 83.2, OVCAR-8 98.7, IGROV1 72.7, NCI-H522 92.9, SK-OV-3 97.2, OVCAR-3 101.7, NCI-H23 100.6 and NCI/ADR-RES 100.9.
N#CC1=C(N)OC2=C(C(=O)c3ccccc3C2=O)C1c1ccc(F)cc1 (centres undefined) was read as OVCAR-5 117.6, OVCAR-4 84.1, OVCAR-8 94.8, IGROV1 105.4, NCI-H522 70.9, SK-OV-3 86.0, OVCAR-3 103.0, NCI-H23 40.5 and NCI/ADR-RES 95.8.
For COc1ccc(-c2cc(=O)c3c(ccc4ccccc43)o2)cc1 the results were OVCAR-5 102.2, OVCAR-4 85.1, OVCAR-8 75.6, IGROV1 77.7, NCI-H522 84.5, SK-OV-3 95.1, OVCAR-3 97.4, NCI-H23 88.1 and NCI/ADR-RES 79.6.
`COc1ccc(/C=C/c2nc3ccccc3nc2/C=C/c2ccc(OC)cc2)cc1` gave OVCAR-5 99.8, OVCAR-4 88.7, OVCAR-8 99.5, IGROV1 110.2, NCI-H522 94.0, SK-OV-3 102.2, OVCAR-3 103.8, NCI-H23 93.5 and NCI/ADR-RES 99.5.
COc1cc(NCCCC2CCCCN2)c2ncccc2c1OC (centres undefined) was read as OVCAR-5 108.3, OVCAR-4 32.1, OVCAR-8 88.8, IGROV1 81.8, NCI-H522 75.1, SK-OV-3 98.2, OVCAR-3 52.2, NCI-H23 57.7 and NCI/ADR-RES 98.0.
N/C(=N\C(N)=N\c1nc2ccccc2s1)c1cnccn1 was read as OVCAR-5 60.1, OVCAR-4 14.9, OVCAR-8 28.1, IGROV1 -1.2*, NCI-H522 22.4, SK-OV-3 12.9, OVCAR-3 3.9*, NCI-H23 19.8 and NCI/ADR-RES 61.7.
`CNC(=O)c1cc(Oc2ccc3c(c2)sc2nc(-c4ccc(F)cc4)cn23)ccn1` gave OVCAR-5 104.7, OVCAR-4 88.7, OVCAR-8 103.3, IGROV1 101.9, NCI-H522 84.6, SK-OV-3 104.1, OVCAR-3 104.7, NCI-H23 98.7 and NCI/ADR-RES 112.3.
For C=C(CN1CC=CCC1)[C@@H]1CC[C@]2(C(=O)OC)CC[C@]3(C)[C@H](CC[C@@H]4[C@@]5(C)CC[C@H](OC(C)=O)C(C)(C)[C@@H]5CC[C@]43C)[C@@H]12 the results were OVCAR-5 118.0, OVCAR-4 91.3, OVCAR-8 102.8, IGROV1 91.8, NCI-H522 84.0, SK-OV-3 103.4, OVCAR-3 92.5, NCI-H23 95.5 and NCI/ADR-RES 107.4.
Screening Clc1cc(Cl)c2c(c1)CN(Cc1ccccc1)CO2 returned OVCAR-5 95.6, OVCAR-4 106.2, OVCAR-8 101.5, IGROV1 100.3, SK-OV-3 103.3, OVCAR-3 97.5, NCI-H23 87.4 and NCI/ADR-RES 100.7.
C#Cc1cccc(NC(=O)Nc2ccccc2NC(=O)CCl)c1 was read as OVCAR-5 -26.0*[8.25 µM], OVCAR-4 -33.4*[8.25 µM], OVCAR-8 -13.6*[8.25 µM], IGROV1 -54.4*[8.25 µM], NCI-H522 -58.6*[8.25 µM], SK-OV-3 85.3[8.25 µM], OVCAR-3 -74.8*[8.25 µM], NCI-H23 -52.2*[8.25 µM] and NCI/ADR-RES -2.6*[8.25 µM].
Screening N#CCCCCCn1c2ccccc2c2c3[nH]c(=O)n(N)c(=O)c3c3c4ccccc4n(CCCCCC#N)c3c21 returned OVCAR-5 88.5, OVCAR-4 93.8, OVCAR-8 87.5, IGROV1 69.8, NCI-H522 78.7, SK-OV-3 90.4, OVCAR-3 114.7, NCI-H23 88.3 and NCI/ADR-RES 97.8.
`C/C=N/c1ncnc2c1N=C(c1ccc3c(c1)OCO3)CC(c1ccc([N+](=O)[O-])cc1)N2C(C)=O` (centres undefined) gave OVCAR-5 88.6, OVCAR-4 92.9, OVCAR-8 102.4, IGROV1 106.8, NCI-H522 104.1, SK-OV-3 90.3, OVCAR-3 93.8, NCI-H23 91.0 and NCI/ADR-RES 87.9.
Screening Cn1ccnc1C(=O)/C=C/c1ccc(CC(=O)Nc2nc3ccccc3s2)cc1 returned OVCAR-5 101.2, OVCAR-4 101.8, OVCAR-8 73.4, IGROV1 90.3, NCI-H522 89.2, SK-OV-3 100.9, OVCAR-3 114.1, NCI-H23 87.3 and NCI/ADR-RES 90.1.
Cc1ccc(S(=O)(=O)N(CCCBr)c2ccccc2)cc1 was read as OVCAR-5 84.6, OVCAR-4 90.9, OVCAR-8 97.8, IGROV1 83.9, NCI-H522 88.9, SK-OV-3 98.1, OVCAR-3 101.6, NCI-H23 73.5 and NCI/ADR-RES 83.8.
